Screening data as filed in PubChem BioAssay.
TDP1 cell CPT: qHTS for Inhibitors of human tyrosyl-DNA phosphodiesterase 1 (TDP1): qHTS in cells in presence of CPT | 420,000 tested, 12% active | chicken DT40 Tdp1-/-;hTDP1 cells + 20 nM CPT, ATP luminescence, 48 h | Potency, µM (top dose mostly 46.2 µM), without a hit: top-dose activity change, negative = growth inhibition, actives largely listed as inhibitors | AID 686979, 2013; also: nearly all actives have a fitted effect of over 55% in size
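Chicken DT40 Tdp1-/- cells complemented with human TDP1, 400 cells/well, exposed to compounds plus 20 nM camptothecin for at least 48 h at 37 C; viability read as ATP content by CellTiter-Glo luminescence.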
TDP1 block: qHTS Assay for Inhibitors of Tyrosyl-DNA Phosphodiesterase (TDP1) | Tyrosyl-DNA phosphodiesterase 1 (Homo sapiens), Q9NUW8 | recombinant TDP1, AlphaScreen DNA substrate cleavage | Potency, µM (top dose mostly 130 µM), without a hit: top-dose activity change, negative = inhibition, most hits filed as inhibitors | 350,000 tested, 0.28% active | AID 485290, 2010; also: nearly all actives have a fitted effect of over 40% in size
Target sequence (Q9NUW8 whole entry, looked up): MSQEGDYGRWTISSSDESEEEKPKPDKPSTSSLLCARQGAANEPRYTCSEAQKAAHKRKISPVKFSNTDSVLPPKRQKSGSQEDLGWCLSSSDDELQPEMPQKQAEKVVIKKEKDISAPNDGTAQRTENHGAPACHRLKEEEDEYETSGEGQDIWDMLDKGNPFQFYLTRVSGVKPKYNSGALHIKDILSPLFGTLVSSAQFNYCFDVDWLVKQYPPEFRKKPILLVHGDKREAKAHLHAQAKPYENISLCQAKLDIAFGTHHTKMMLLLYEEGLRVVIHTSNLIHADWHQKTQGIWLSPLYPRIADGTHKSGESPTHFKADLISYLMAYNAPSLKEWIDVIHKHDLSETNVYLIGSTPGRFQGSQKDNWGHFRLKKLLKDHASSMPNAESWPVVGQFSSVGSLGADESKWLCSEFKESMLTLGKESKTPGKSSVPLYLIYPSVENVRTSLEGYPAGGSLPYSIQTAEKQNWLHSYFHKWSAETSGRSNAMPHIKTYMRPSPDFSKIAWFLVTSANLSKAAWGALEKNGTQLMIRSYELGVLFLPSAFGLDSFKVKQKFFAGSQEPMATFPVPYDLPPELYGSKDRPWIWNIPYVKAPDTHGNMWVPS
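Compounds were preincubated with Tdp1 (1 nM final) for 15 min at room temperature before substrate (15 nM final) started a 5 min reaction; beads (10 ug/ml final) were then added for 10 min before AlphaScreen detection.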
DT40 TDP1 no CPT: qHTS for Inhibitors of human tyrosyl-DNA phosphodiesterase 1 (TDP1): qHTS in cells in absence of CPT. AID 686978, 2013. DT40 Tdp1-/- hTDP1 cells, no CPT, ATP luminescence, 48 h. 420,000 tested, 15% active. Potency, µM (series often up to 46.2 µM), for the others: top-dose activity change, negative = growth inhibition, most hits filed as inhibitors; also: nearly all actives have a fitted effect of over 55% in size
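DT40 Tdp1-/-;hTDP1 cells, no CPT (DMSO vehicle only), 400 cells/well; compounds pin-transferred; ≥48 hr, 37 °C; CellTiter-Glo 30 min RT dark, luminescence read.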
Numbers without * were called inactive; ? = inconclusive; . = no result given; [ ] = another dose, or the depositor's remark. Calls follow the shape of the dose curve; as a rule, active = well fitted curve in the direction sought with a large enough effect; inconclusive = small, poorly fitted or top-dose-only effect, or another doubt; inactive = no such curve, though single readings can be large; an effect the other way counts as inactive or inconclusive. % is scaled to controls: 0 for no effect and ±100 for the full control effect; potency is read from the fitted curve at half-maximal effect.

SMILES	TDP1 cell CPT	TDP1 block	DT40 TDP1 no CPT
O=C1C(Nc2ccccc2)=C(N2CCCCC2)C(=O)c2ccccc21	18µM*	1%	9.2µM*
COc1cnc(-c2ccccn2)[nH]c1=O	23%	8%	2%
COc1ccccc1CNC(=O)C1CCCN(S(=O)(=O)c2cccc3nonc23)C1 (stereo not given)	1%	6%	9%
O=C(c1cnc2ccccn2c1=O)N1CCc2ccccc21	-16%	-2%	-14%
CCOC(=O)C1(CCc2ccccc2)CCN(Cc2c(O)cccc2OC)CC1	26µM*	-5%	13µM*
Cc1cn(CC(C)C)c(=O)n(-c2ccccc2)c1=O	-19%	.	-5%
C#CCOCCOCCOCCNc1nc(N2CCN(C(=O)[C@H]([C@@H](C)CC)n3cc(CCCCN)nn3)CC2)nc(N2CCN(C(=O)[C@H](C)n3cc(CCCN=C(N)N)nn3)CC2)n1	-24%	1%	-9%
COc1cccc(C(=O)Nc2nc(-c3nnn(-c4cccc(Cl)c4C)c3C)ns2)c1	?	8%	?
CC1CN(c2nc(N(C)c3ccccc3)nc(N)c2[N+](=O)[O-])CC(C)O1 (stereo not given)	-20%	.	?
O=C(NNC(=O)c1ccc(SCC2CCCO2)c([N+](=O)[O-])c1)c1ccc(F)cc1 (stereo not given)	?	5%	20µM*
O=C(CCn1c(=O)c2ccccc2n(Cc2cccc(F)c2)c1=O)NCc1ccc2c(c1)OCO2	-24%	-1%	-27%
CCOc1cccc(OCCOCCN2CCCC2)c1	-24%	1%	-8%

2 of these compounds in a different format:
Molecule | TDP1 cell CPT | TDP1 block | DT40 TDP1 no CPT
COc1cnc(-c2ccccn2)[nH]c1=O | 23% | 8% | 2%
COc1ccccc1CNC(=O)C1CCCN(S(=O)(=O)c2cccc3nonc23)C1 (stereo not given) | 1% | 6% | 9%

Full records as entered above:
COc1cccc(C(=O)Nc2nc(-c3nnn(-c4cccc(Cl)c4C)c3C)ns2)c1 as listed: TDP1 cell CPT: ?; TDP1 block: 8%; DT40 TDP1 no CPT: ?
O=C(NNC(=O)c1ccc(SCC2CCCO2)c([N+](=O)[O-])c1)c1ccc(F)cc1 (stereo not given) as listed: TDP1 cell CPT: ?; TDP1 block: 5%; DT40 TDP1 no CPT: 20µM*

(list continues)
SMILES	TDP1 cell CPT	TDP1 block	DT40 TDP1 no CPT
COc1cc(/C=C/C(=O)OCC(=O)c2ccccc2)cc(OC)c1OC	-24%	-3%	?
COC(=O)CCCn1c(C)cc(C(=O)CCl)c1C	6.5µM*	-8%	10µM*
Cc1noc(C)c1COc1ccccc1C(=O)N1CCN(S(=O)(=O)c2cccc(Cl)c2)CC1	-14%	0%	-17%
COC(=O)c1cccc(Oc2cccc(Cl)n2)c1	5%	1%	-13%
CC(=O)OC1CC2C(C)(C)C(O)CC(O)[C@@]2(C)C2CC[C@@]3(C)C(=CC(=O)OC3c3ccoc3)[C@]12C (stereo not given in full)	?	-8%	?
N#Cc1ccccc1CSc1nnc(Cc2ccccc2)o1	7%	0%	-23%
COc1ccc(-c2nc3c4ccccc4ccn3c2Cc2cccc(Cl)c2)cc1OC	?	.	?
Cc1ccc(-c2nn(CCC(=O)Nc3cccnc3)c(=O)c3ccccc23)cc1	-29%	3%	?
CC(C)C(=O)NCC(c1ccc2c(c1)OCO2)N1CCN(c2ccccc2F)CC1 (stereo not given)	-3%	-1%	-7%
COc1ccc(N2CCN(C(=O)c3ccc(OCc4c(C)noc4C)c(OC)c3)CC2)cc1	?	2%	-21%
Cc1c2cnn(CC(=O)NCCCN3CCCCC3C)c(=O)c2c(C)n1Cc1ccccc1 (stereo not given)	-9%	.	-15%
Cc1nc(C(=O)O)sc1C1(C)CC(c2cccc([N+](=O)[O-])c2)=NO1 (stereo not given)	-1%	.	-1%
Cc1cccc(NC(=O)CSc2nnc(CNC(=O)c3ccco3)o2)c1C	10%	5%	22%
O=C(Nc1cccc(S(=O)(=O)N2CCOCC2)c1)c1ccco1	-3%	0%	-26%
Cc1cc(O)c2c(C)c(CC(=O)N3CCCCC3)c(=O)oc2c1	4%	5%	?
COc1ccc(N(CC(=O)N2CCCCC2)S(=O)(=O)c2ccccc2)c(OC)c1	-24%	0%	-11%
CCc1ccc(CN(Cc2ccco2)c2cnc(S(C)(=O)=O)nc2C(=O)Nc2c(C)cccc2C)cc1	16µM*	2%	18µM*
COc1cc(OC)cc(C(=O)OCC(=O)N2CCCC2)c1	3%	9%	-6%
CCN(CCCNC(=O)c1cc2c(=O)n(CC)c3ccccc3c2s1)c1cccc(C)c1	?	5%	?
Cc1ccc(S(=O)(=O)Nc2cc(C(C)C)c(O)cc2C)cc1	?	-1%	?
Cc1ccc(NC(=O)c2cn(CCC#N)nc2-c2cccs2)c([N+](=O)[O-])c1	?	-2%	12µM*
Cc1cccc(Cn2c(CN3CCC(C(=O)NC(C)C)CC3)cc3ccccc32)c1	?	8%	23µM*
COc1cccc(COCCN2CCN(S(=O)(=O)c3ccc(C)cc3)CCC2=O)c1	?	4%	?
CCOC(=O)C1CCCN(C(=O)c2ccccc2NS(=O)(=O)c2ccc(F)cc2)C1 (stereo not given)	-16%	0%	-28%
Cc1cccc(N2CCN(C(=O)C3CCCN(S(=O)(=O)c4c(C)noc4C)C3)CC2)c1C (stereo not given)	23µM*	.	23µM*
COCCNC(=O)C1CCCN(S(=O)(=O)c2ccc3c(ccn3C)c2)C1 (stereo not given)	-29%	4%	5%
CC1(C)CN(c2cccc(C#N)c2)C1=O	-1%	-4%	?
COc1cc(C(=O)N/N=C/c2ccc(OC(=O)c3ccccc3Cl)c(OC)c2)ccc1O	?	6%	?
C(=N\n1cnnc1)/c1ccc2c(c1)OCO2	4%	-2%	-1%
COc1cc(C2c3cc4c(cc3OC(N3CCCC3)C2C)OCO4)cc(OC)c1O (stereo not given)	?	.	16µM*
COc1ccc(CCNC(=O)CN(C2CCCCC2)S(C)(=O)=O)cc1	-5%	9%	4%
COC(=O)c1ccc(NC(=O)COC(=O)C2CCC2)cc1	12%	-2%	4%
Cc1cc(C)n(C(=O)CCC2COc3ccccc3O2)n1 (stereo not given)	11%	?	-17%
O=C(NCC1CC1)c1cc2c(c(-c3cccc(-c4ccccc4F)c3)n1)[C@@H](CCO)N(C(=O)CC1CC1)C2	21µM*	.	?
CCc1c(C)sc(NC(=O)c2cc(-c3ccc(OC)cc3)on2)c1C#N	0%	1%	-3%
Cc1cn(C)c(CC(=O)Nc2cccc(C#N)c2)c1C(=O)O	-20%	3%	0%

Reprinted from the results shown (3 entries):
SMILES	TDP1 cell CPT	TDP1 block	DT40 TDP1 no CPT
O=C(NCC1CC1)c1cc2c(c(-c3cccc(-c4ccccc4F)c3)n1)[C@@H](CCO)N(C(=O)CC1CC1)C2	21µM*	.	?
CCc1c(C)sc(NC(=O)c2cc(-c3ccc(OC)cc3)on2)c1C#N	0%	1%	-3%
Cc1cn(C)c(CC(=O)Nc2cccc(C#N)c2)c1C(=O)O	-20%	3%	0%

Continued:
SMILES	TDP1 cell CPT	TDP1 block	DT40 TDP1 no CPT
CO[C@@H]1CN(C)C(=O)c2cc(NC(=O)C3CC3)ccc2OC[C@H](C)N(C(=O)CN2CCOCC2)C[C@@H]1C	11%	.	-2%
COc1ccccc1C(=O)Nc1ccc2nc(SCCOc3ccccc3C)sc2c1	16µM*	2%	18µM*
CCc1ccc(NC(=S)N2CCN(S(=O)(=O)c3ccccc3)CC2)cc1	-27%	4%	17%
COc1ccc(NC(=O)NCc2cccn2C)c(OC)c1	-20%	6%	-23%
COc1cccc(C(=O)NC(=S)Nc2ccc3c4c(cccc24)CC3)c1	?	4%	?
CSC1=C(C#N)C(c2ccccc2Cl)C2=C(N1)c1ccccc1C2=O (stereo not given)	23µM*	1%	18µM*
CC(C)C(C(=O)O)N1C(=O)/C(=C/c2cccn2C)SC1=S (stereo not given)	-1%	4%	-5%
CC(C)C[C@H](NC(=O)C1CCN(S(=O)(=O)c2ccccc2)CC1)C(=O)NCc1cccnc1	13%	0%	-2%
CCn1c(CSCc2ccc(C)cc2)nnc1SCC(=O)N1CCN(c2ccccc2)CC1	-52%	6%	21µM*
Cc1nc(C)c(C(=O)Nc2ccc(Oc3ccccc3)cc2)o1	?	5%	15µM*
CN(C)c1ccnc2sc(C(=O)c3ccccc3)c(N)c12	-15%	3%	0%
S=c1[nH]nc2c3c4c(sc3ncn12)CCCC4	-7%	5%	-23%
O=C(Cn1cnc2ccccc21)NC(c1ccccc1)c1ccccc1	?	-2%	-33%
COc1cccc(C(=O)NNC(=O)C(=O)N2CCCCC2)c1	8%	3%	3%
Cn1c(C(=O)N2CCCc3ccccc32)cc2sccc21	-14%	-2%	-21%
CN(c1ccccc1)S(=O)(=O)c1cccc(NC(=O)c2cc3ccccc3oc2=O)c1	?	-4%	?
COC(=O)C1=CN(c2ccc3c(c2)OCO3)C(N)=C(C#N)C1c1cccc(F)c1 (stereo not given)	1.3µM*	.	0.65µM*
CCn1c(SCC(=O)N/N=C(\C)c2ccncc2)nnc1-c1ccccc1	8%	4%	-24%
N#Cc1nc(COc2ccc(Br)cc2)oc1NCCN1CCOCC1	?	6%	-14%
COc1ccc(NC(=O)c2cc(-c3ccc(F)cc3OC(C)C)n[nH]2)cn1	?	.	23µM*
Cc1cc(C)n(CCNC(=O)C2CCC(=O)N(CCc3cccc(F)c3)C2)n1 (stereo not given)	-3%	4%	-6%
COc1ccc(NC(=O)NC(C)c2ccc3c(c2)OCO3)cc1OC (stereo not given)	-8%	3%[56.1 µM]	-4%
COCC(=O)N1CCC(Oc2ccc(C(=O)N(C)CCCC3CCCC3)cc2)CC1	18µM*	1%	21µM*
CC1CCN(C(=O)COC(=O)c2cc(S(=O)(=O)N3CCOCC3)ccc2Cl)CC1	15%	5%[0.505 µM]	-25%
COC(=O)C1CCCN1C(=O)c1cccs1 (stereo not given)	0%	7%	-13%
COc1cccc(C(=O)N(Cc2sccc2C)C2CCS(=O)(=O)C2)c1 (stereo not given)	8%	1%	-5%
CC(C)c1nnc(NC(=O)c2ccc3ccccc3c2)s1	13%	0%	-23%
CC(C)(C)OC(=O)NCCc1nnc(SCC(N)=O)o1	-5%	3%	-6%
O=C(Nc1ccccc1N1CCN(C(=O)c2ccc(Cl)cc2)CC1)c1cccnc1	?	7%	?
CN(CC(=O)Nc1ccccc1Br)C(=O)CCC1CCCC1	-27%	5%	-29%
COc1ccc(N2CC(C(=O)N[C@H](C(=O)NC3CCCCC3)C(C)C)CC2=O)cc1 (stereo not given in full)	-18%	4%	8%
O=C(OCC(=O)N1CCc2ccccc2C1)c1ccc(OC(F)F)cc1	11%	-4%	8%
Cc1ccc(C)c(NS(=O)(=O)c2cc(C(=O)N3CCc4ccccc4C3)ccc2Cl)c1	-26%	-2%	?
Cc1cnc(C(=O)OC(C)C(=O)NCc2ccccc2)cn1 (stereo not given)	13%	-5%	7%
CNc1cncc(-c2ccccc2NC(C)=O)n1	-14%	.	-27%
Cc1csc(SCC(=O)Nc2ccc(F)cc2Cl)n1	2%	.	?
COC(=O)CSc1nc2c(c(=O)[nH]c(=O)n2C)n1CCC(C)C	1%	2%[56.1 µM]	1%
CCOc1cc2[nH]c(=S)n(C3CCN(Cc4ccccc4)CC3)c(=O)c2cc1OCC	-9%	4%	?
COc1cc(OC)cc(C(=O)NCC(=O)OCC(=O)c2ccc3c(c2)-c2ccccc2C3)c1	16%	1%	3%

Part of the list above, in markdown.
| molecule | TDP1 cell CPT | TDP1 block | DT40 TDP1 no CPT |
| --- | --- | --- | --- |
| Cc1cnc(C(=O)OC(C)C(=O)NCc2ccccc2)cn1 (stereo not given) | 13% | -5% | 7% |
| Cc1ccc(C)c(NS(=O)(=O)c2cc(C(=O)N3CCc4ccccc4C3)ccc2Cl)c1 | -26% | -2% | ? |
| O=C(Nc1ccccc1N1CCN(C(=O)c2ccc(Cl)cc2)CC1)c1cccnc1 | ? | 7% | ? |
| CN(CC(=O)Nc1ccccc1Br)C(=O)CCC1CCCC1 | -27% | 5% | -29% |
| COc1cccc(C(=O)N(Cc2sccc2C)C2CCS(=O)(=O)C2)c1 (stereo not given) | 8% | 1% | -5% |
| COc1cc(OC)cc(C(=O)NCC(=O)OCC(=O)c2ccc3c(c2)-c2ccccc2C3)c1 | 16% | 1% | 3% |
